SENP8 block-1: blocks the human protease SENP8; Q96LD8; purified SENP8, Z-RLRGG-aminoluciferin cleavage, luminescence; inhibition, % at 10 µM; 1.2% of 330,000 active; AID 2540; in the data active = inhibition above about 50%
SENP1 inh: SENP1 (human) catalytic domain inhibition; recombinant SENP1 catalytic domain, CyPet-SUMO1-YPet FRET cleavage; 0.21% of 360,000 active; inhibition, % at 10 µM; Q9P0U3;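 active = inhibition at least 30% at 10 µM, raw YFP signal under a set limit, fluorescence ratio 0.5 to 1.5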;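 note: 0% = enzyme with DMSO and 100% = no enzyme wells; some results filed as inactive read as strong as hits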
Target sequence (Q9P0U3 419-644 limits assumed): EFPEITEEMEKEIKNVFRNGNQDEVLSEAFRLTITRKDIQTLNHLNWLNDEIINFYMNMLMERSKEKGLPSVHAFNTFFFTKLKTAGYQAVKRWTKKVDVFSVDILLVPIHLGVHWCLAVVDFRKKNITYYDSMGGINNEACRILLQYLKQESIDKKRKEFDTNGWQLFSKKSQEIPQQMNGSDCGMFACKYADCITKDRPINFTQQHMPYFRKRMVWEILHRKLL
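Controls: no-enzyme wells low, DMSO-plus-enzyme wells high control. Test system: human recombinant His6-tagged SENP1 catalytic domain enzyme. Reagent: SFCypet-SUMO1-SFYpet FRET protein substrate, 25 nM final. Doses: one dose per compound, 10 µM, 0.5% DMSO. Detection: FRET, CFP and YFP emission. Timing: 50 min reaction at room temperature.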
NLRP3 yeast inh: inhibitors of NALP3 inflammasome in yeast; inhibition, % at 10 µM; 0.39% of 330,000 active; Yeast reconstituted NLRP3/ASC/caspase-1, beta-gal luminescence, 24 h;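 active = inhibition of 50% or more; inactive = inhibition below 50%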;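 note: plate controls were induced DMSO wells for no effect and uninduced yeast grown without galactose for full effect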
SENP8 block-2: inhibitors of human SENP8 protease | Q96LD8 | recombinant SENP8, Nedd8 substrate fluorescence | inhibition, % at 20 µM | 0.64% of 360,000 active | AID 602440; in the data active = inhibition mostly above about 40%, no sharp cut-off; inactive = mostly below about 27%
HKDC1 inh: HKDC1 (human) hexokinase inhibition | AID 493160 | recombinant HKDC1, G6PDH/diaphorase resazurin coupled fluorescence | 0.16% of 340,000 active | inhibition, % at 20 µM | Q2TB90;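 active = inhibition above about 35% when tested at 20 µM, limit read from the data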;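 note: plate controls were DMSO wells with enzyme for no effect and DMSO wells lacking enzyme for full effect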
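Material: recombinant HKDC1 hexokinase; Amount: HKDC1 at 5 µg/mL; Medium: Tris pH 8.0 buffer with MgCl2, Tween-20, BSA, BME; Schedule: 90 min reaction incubation at room temperature, dark; Technique: coupled resazurin fluorescence, excitation 525 nm, emission 613 nm.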
Apaf-1 inh: blocks human Apaf-1 apoptosome activity; O14727; reconstituted apoptosome caspase-3 activity, DEVD-Rh110 fluorescence; inhibition, % at 20 µM; 0.71% of 330,000 active; AID 489030; active = inhibition of at least 40% at 20 µM;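 note: plate controls were DMSO wells for no effect and DEVD-CHO caspase inhibitor wells for full effect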
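Material: reconstituted apoptosome with Apaf-1, cytochrome c, caspase-9, procaspase-3, dATP / Buffer or medium: pH 7.5 Hepes buffer with CHAPS, BSA, DTT / Also added: cytochrome c with DEVD-Rh110 / Schedule: compound with Apaf-1, dATP, procaspase-3 30 min, then 50 min reaction, room temperature / Technique: rhodamine 110 fluorescence at Ex 480/Em 540 nm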
SENP7 inh: inhibitors of human SENP7 protease; Q9BQF6; recombinant SENP7, Z-RLRGG-aminoluciferin luminescence, 40 min; inhibition, % at 5 µM; 1.5% of 330,000 active; AID 434973;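 active = inhibition above about 50% at the single test dose, limit read from the data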;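 note: plate controls were DMSO with enzyme for no effect and no enzyme buffer wells for full effect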
Target sequence (Q9BQF6 706-1050 limits assumed): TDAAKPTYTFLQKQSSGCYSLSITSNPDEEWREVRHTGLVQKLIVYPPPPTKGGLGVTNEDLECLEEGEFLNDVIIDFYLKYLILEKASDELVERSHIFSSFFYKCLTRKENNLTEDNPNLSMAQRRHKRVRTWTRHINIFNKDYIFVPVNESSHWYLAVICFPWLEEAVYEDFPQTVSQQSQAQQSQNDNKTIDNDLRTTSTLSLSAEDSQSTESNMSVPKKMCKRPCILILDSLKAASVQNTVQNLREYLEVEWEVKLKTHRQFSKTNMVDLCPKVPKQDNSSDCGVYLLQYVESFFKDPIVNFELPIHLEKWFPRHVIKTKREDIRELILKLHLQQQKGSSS
SENP6 block: SENP6 protease inhibition. Recombinant SENP6 catalytic domain, aminoluciferin luminescence. Q9GZR1. 1.8% of 330,000 active. inhibition, % at 10 µM;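 active = inhibition above about 50% at the single tested dose, limit read from the data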;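 note: plate controls were DMSO wells with enzyme for no effect and DMSO wells lacking enzyme for full effect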
Target sequence (Q9GZR1 628-1112 limits assumed): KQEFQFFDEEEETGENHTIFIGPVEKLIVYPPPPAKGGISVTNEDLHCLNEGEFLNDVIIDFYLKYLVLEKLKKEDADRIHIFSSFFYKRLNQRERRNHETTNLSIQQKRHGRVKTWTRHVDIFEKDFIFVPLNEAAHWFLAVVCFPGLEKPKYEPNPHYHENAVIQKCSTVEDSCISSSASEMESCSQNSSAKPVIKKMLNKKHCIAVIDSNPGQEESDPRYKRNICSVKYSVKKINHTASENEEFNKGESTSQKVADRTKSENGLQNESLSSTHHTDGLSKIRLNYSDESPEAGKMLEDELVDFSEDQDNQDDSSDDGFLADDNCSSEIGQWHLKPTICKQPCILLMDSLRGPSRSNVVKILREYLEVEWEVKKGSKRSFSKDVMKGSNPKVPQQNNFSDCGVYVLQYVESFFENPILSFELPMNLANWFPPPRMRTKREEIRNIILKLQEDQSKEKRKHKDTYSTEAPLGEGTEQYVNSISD
PfGluPho inh: PfG6PD (Plasmodium falciparum) enzyme inhibition | PfGluPho enzyme, NADPH resazurin-diaphorase fluorescence | inhibition, % at 20 µM | 0.78% of 350,000 active | AID 504690;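 active = inhibition reaching at least a set limit at 20 µM in the primary screen, cut at about 59% in these data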;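 note: 0% = DMSO wells with substrate and 100% = DMSO wells lacking glucose-6-phosphate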
An asterisk follows results filed as active.

nr | SMILES | HKDC1 inh | SENP6 block | Apaf-1 inh | NLRP3 yeast inh | SENP8 block-2
1 | Cc1ccc(C(=O)N2CCCC2)cc1S(=O)(=O)N1CCCCC1 | -8 | -9 | 2 | 6 | -4
2 | Cc1ccc2c(O)c(C)c(=O)[nH]c2n1 | -6 | 7 | -5 | 5 | -9
3 | CC(=O)Nc1ccc(S(=O)(=O)NNC(=O)c2cccc3ccccc23)cc1 | 3 | -8 | 8 | -8 | 17
4 | O=C(CSc1nc2ccccc2s1)NC1CCCC1 | -1 | -19 | -6 | 27 | 11
5 | CCn1nc(NC(=O)c2cccs2)c2cc3ccccc3nc21 | 5 | 2 | 0 | 22 | -383
6 | CN1CCN(C2CC(=O)N(CCc3ccccc3)C2=O)CC1 (stereo not drawn) | -8 | -11 | 3 | 15 | 6
7 | C/C=C/c1ccc(OCC(O)CNCCc2ccc(OC)cc2)c(OC)c1 (stereo not drawn) | 2 | 9 | -2 | 32 | 29
8 | O=C(Oc1ccccc1Cl)C1CCN(C(=O)c2ccc(F)cc2)CC1 | -1 | -8 | -5 | 27 | 1
9 | N#CC1=C(N)NC(SCc2ccc(Br)cc2)=C(C#N)C12CCCCC2 | 5 | -4 | 23 | 20 | 15
10 | COc1ccc2nc(N3CCOCC3)cc(C)c2c1 | -5 | -9 | -10 | 28 | -361
11 | Cc1cc(C(=O)N2CCCC(N3CCN(c4cccc(C(F)(F)F)c4)CC3)C2)n[nH]1 (stereo not drawn) | -4 | -2 | 14 | 19 | -1
12 | CS(=O)(=O)N1CCC(C(=O)N2CCN(c3cccc(Cl)c3)CC2)CC1 | 11 | 3 | -4 | -4 | 1

nr | SENP1 inh | SENP7 inh | SENP8 block-1 | PfGluPho inh
1 | -2 | -10 | 6 | -9
2 | -1 | 16 | 8 | -4
3 | 3 | 1 | -6 | -21
4 | 2 | 2 | -2 | 6
5 | -24 | -3 | -2 | 12
6 | 4 | 2 | 8 | -2
7 | 0 | 1 | 2 | -13
8 | 0 | -9 | -1 | 4
9 | -2 | 1 | -4 | 0
10 | 1 | -6 | -4 | 3
11 | 2 | 0 | -2 | 4
12 | 1 | 0 | 0 | -23

Carrying on:
nr | SMILES | HKDC1 inh | SENP6 block | Apaf-1 inh | NLRP3 yeast inh | SENP8 block-2
13 | CC(C)Oc1ccc(C(=O)Nc2ncn[nH]2)cc1 | 5 | 10 | -8 | 2 | 16
14 | O=C(CCC(=O)c1ccc(F)cc1)Nc1cccc(C(F)(F)F)c1 | 9 | -2 | 5 | 11 | 9
15 | Cc1c(-c2ccccc2)nc2ccccc2c1C(=O)Oc1ccc([N+](=O)[O-])cc1 | 0 | -6 | 9 | 11 | 1
16 | CC1(C)Oc2ccc3ccc(=O)oc3c2/C(=C/NC2CCCCC2)C1=O | -1 | -16 | 32 | -44 | -32
17 | Cc1cc2cc(CNC(=O)c3ccc4c(c3)OCO4)ccc2n1C | -2 | -6 | 12 | 17 | -26
18 | C=CCn1c(COc2ccc(Cl)cc2)nnc1SCC(=O)N/N=C/c1ccccc1 | 0 | -2 | 5 | 5 | 18
19 | CNC(=S)Nc1cccc(C(=O)O)c1 | -8 | 17 | -2 | 0 | -3
20 | C[C@H](NC(=O)OC(C)(C)C)c1nnc(SCC(=O)Nc2ccc(Br)cc2)o1 | -7 | -5 | 3 | -1 | 3
21 | O=C(OCC(=O)N1CCCC1)c1ccccc1C(=O)c1ccccc1 | -3 | 4 | 11 | 14 | 9
22 | O=C(NC1CCCCCCC1)c1cc([N+](=O)[O-])ccc1Cl | -3 | -1 | 3 | 19 | 30
23 | COc1ccccc1OCC(=O)Nc1cccc(-c2nc3ccccc3o2)c1 | 12 | -25 | 10 | 18 | -5
24 | CC1Cc2ccccc2N1C(=O)CCNS(=O)(=O)c1ccc2c(c1)CCC(=O)N2 (stereo not drawn) | -2 | 0 | 14 | -9 | 0

nr | SENP1 inh | SENP7 inh | SENP8 block-1 | PfGluPho inh
13 | -1 | 5 | 5 | 16
14 | 2 | -7 | -9 | 19
15 | 2 | 7 | -9 | -7
16 | -1 | -1 | -2 | -4
17 | -5 | 3 | 4 | 7
18 | 3 | 5 | 4 | -3
19 | 1 | 4 | 4 | 13
20 | 0 | 0 | 8 | -14
21 | 1 | 4 | -8 | 12
22 | -1 | -1 | 2 | 0
23 | 2 | 9 | -8 | -10
24 | 1 | 12 | -7 | -13

Part of the list above, screen by screen:
14. O=C(CCC(=O)c1ccc(F)cc1)Nc1cccc(C(F)(F)F)c1
15. Cc1c(-c2ccccc2)nc2ccccc2c1C(=O)Oc1ccc([N+](=O)[O-])cc1
16. CC1(C)Oc2ccc3ccc(=O)oc3c2/C(=C/NC2CCCCC2)C1=O
17. Cc1cc2cc(CNC(=O)c3ccc4c(c3)OCO4)ccc2n1C
18. C=CCn1c(COc2ccc(Cl)cc2)nnc1SCC(=O)N/N=C/c1ccccc1
19. CNC(=S)Nc1cccc(C(=O)O)c1
20. C[C@H](NC(=O)OC(C)(C)C)c1nnc(SCC(=O)Nc2ccc(Br)cc2)o1
21. O=C(OCC(=O)N1CCCC1)c1ccccc1C(=O)c1ccccc1

| Assay by compound | 14 | 15 | 16 | 17 | 18 | 19 | 20 | 21 |
| --- | --- | --- | --- | --- | --- | --- | --- | --- |
| HKDC1 inh | 9 | 0 | -1 | -2 | 0 | -8 | -7 | -3 |
| SENP6 block | -2 | -6 | -16 | -6 | -2 | 17 | -5 | 4 |
| Apaf-1 inh | 5 | 9 | 32 | 12 | 5 | -2 | 3 | 11 |
| NLRP3 yeast inh | 11 | 11 | -44 | 17 | 5 | 0 | -1 | 14 |
| SENP8 block-2 | 9 | 1 | -32 | -26 | 18 | -3 | 3 | 9 |
| SENP1 inh | 2 | 2 | -1 | -5 | 3 | 1 | 0 | 1 |
| SENP7 inh | -7 | 7 | -1 | 3 | 5 | 4 | 0 | 4 |
| SENP8 block-1 | -9 | -9 | -2 | 4 | 4 | 4 | 8 | -8 |
| PfGluPho inh | 19 | -7 | -4 | 7 | -3 | 13 | -14 | 12 |

(list continues)
nr | SMILES | HKDC1 inh | SENP6 block | Apaf-1 inh | NLRP3 yeast inh | SENP8 block-2
25 | COc1ccc(CNC(=O)C2CCC(=O)N(CC3CCCCC3)C2)cc1 (stereo not drawn) | 3 | 7 | -9 | -16 | 3
26 | Cc1ccc(-c2nnc(SCc3nc(N)nc(Nc4ccccc4C)n3)n2N)cc1 | -1 | 2 | -6 | 5 | 18
27 | COc1cccc(C(=O)Nc2cccc(OC(C)=O)c2)c1 | -7 | 21 | -4 | 14 | 9
28 | COC(=O)Cc1ccc(NC(=O)c2ccc(C)c(C)c2)cc1 | -4 | 40 | -8 | 20 | 15
29 | CCN1CCc2nc(NC(=O)CC(c3ccccc3)c3ccccc3)sc2C1 | -8 | 3 | 12 | 16 | -223
30 | OCC1CCCN(C2CCN(Cc3nc(Cc4cccc(C(F)(F)F)c4)no3)CC2)C1 (stereo not drawn) | -9 | -5 | 15 | 3 | 8
31 | CN1CCN(C2=C(Cl)C(=O)N(CCc3ccccc3)C2=O)CC1 | -2 | 1 | 8 | 5 | 36
32 | O=C(Cc1ccc(F)cc1)N1CCC(CC2CC(c3cccc(Br)c3)=NO2)(C(=O)NCC2CCCCC2)CC1 (stereo not drawn) | 0 | 5 | 13 | 24 | 13
33 | CC(C)C[C@@H](CO)N(Cc1ccccc1)S(=O)(=O)N(Cc1ccccc1)[C@@H](CO)CC(C)C | -1 | -8 | 25 | 12 | 4
34 | COc1ccc(CNc2ccc(Cl)cc2)cc1Cn1ccnc1 | -3 | -12 | 14 | 21 | 8
35 | COCCCN1C(=O)C2C(C(=O)Nc3cc(C)cc(C)c3)C3C=CC2(O3)C1C(=O)NC1CCCCC1 (stereo not drawn) | -3 | 2 | 9 | 18 | 5
36 | Clc1ccc(C2[C@H]3CN(CC4CCCCC4)[C@H](c4ccccc4)C34CC2(c2cccnc2)C4)cn1 (stereo partly drawn) | 5 | -11 | 17 | 8 | 8

nr | SENP1 inh | SENP7 inh | SENP8 block-1 | PfGluPho inh
25 | -1 | 0 | 3 | -9
26 | 4 | -4 | 2 | 10
27 | 1 | 26 | 22 | -2
28 | 2 | 33 | 12 | 18
29 | 10 | 1 | -1 | -1
30 | -1 | -16 | -11 | 3
31 | 23 | 3 | 3 | 18
32 | 2 | -2 | 3 | 15
33 | -1 | 6 | 5 | 24
34 | 0 | -4 | -12 | 26
35 | -2 | 1 | -2 | -13
36 | -5 | 10 | -17 | 17

Next structures:
nr | SMILES | HKDC1 inh | SENP6 block | Apaf-1 inh | NLRP3 yeast inh | SENP8 block-2
37 | O=C(NCCCn1ccnc1)C(=O)Nc1ccccc1 | -1 | -8 | -21 | -6 | 13
38 | CC(=O)Nc1ccc(NC(=O)C(C)OC(=O)c2oc3ccccc3c2C)cc1 (stereo not drawn) | -2 | -14 | 6 | 17 | 5
39 | O=C(NN=Cc1ccccc1C(=O)O)c1cccc(S(=O)(=O)Nc2cccc(C(F)(F)F)c2)c1 | 8 | 32 | 5 | 18 | 24
40 | O=C(NCc1ccccc1)C1CCC(CNS(=O)(=O)c2cccs2)CC1 (stereo not drawn) | -2 | -7 | 0 | 15 | 7
41 | O=C(Cc1cccc(C(F)(F)F)c1)NCc1ccc(Cl)cc1Cl | 3 | -27 | 10 | 14 | 1
42 | Fc1ccccc1/C=N/n1cc(-c2ccccc2)[nH]c1=S | -3 | 8 | -19 | 32 | -10
43 | CCN1CCc2nc(N)oc2CC1 | -1 | -10 | 9 | 20 | -15
44 | O=C(NCC1CCCO1)c1ccc(NC(=O)C2CC=CCC2C(=O)O)cc1 (stereo not drawn) | -4 | -10 | -8 | 19 | -2
45 | O=C(NCc1ccco1)c1ccccc1-c1nc(-c2ccc(F)cc2)no1 | -3 | 3 | 0 | 25 | 7
46 | COc1cc([C@@H]2CC=C(C(=O)O)[C@H](c3ccc(Cl)cc3)N2S(=O)(=O)c2ccc(C)cc2)cc(OC)c1OC | -4 | 8 | 8 | 3 | 4
47 | COc1cc2cc[n+](Cc3ccc([N+](=O)[O-])cc3)cc2cc1OC | -2 | -5 | 4 | 15 | 15
48 | COC(=O)[C@]1(Cc2ccccc2)N[C@H](CN(C)S(=O)(=O)c2ccc(OC(F)(F)F)cc2)[C@@H]2C(=O)N(Cc3ccccc3)C(=O)[C@@H]21 | 3 | 22 | -1 | 7 | 12
49 | O=C(CSc1ccc2c(c1)OCCO2)Nc1ccc(N2CCOCC2)cc1 | 8 | -15 | -15 | 1 | 33

nr | SENP1 inh | SENP7 inh | SENP8 block-1 | PfGluPho inh
37 | 1 | 7 | 0 | 10
38 | 1 | 3 | -1 | 2
39 | 2 | -6 | 37 | -27
40 | 0 | -11 | -8 | -10
41 | 2 | -5 | 0 | 28
42 | 4 | 3 | -1 | 48
43 | -13 | 6 | 1 | -1
44 | 0 | -9 | 0 | -12
45 | -2 | 0 | 0 | -1
46 | -1 | -3 | 0 | -11
47 | 2 | -9 | -9 | -4
48 | 4 | 1 | 8 | -16
49 | 2 | 2 | -2 | 0

High-throughput results as filed in PubChem BioAssay.

This is a random part of the collection, and some 4.1% of all compounds hit somewhere here.
